Assay outcomes deposited in PubChem by several laboratories.
KLF5 inhibitor: kruppel-like factor 5 inhibition. DLD-1 KLF5 promoter-luciferase reporter, luminescence. inhibition, % at 5 µM. 290,000 tested, 0.23% active;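 active = inhibition above a per-plate limit of that plate's mean compound inhibition plus 3 SD, cut at about 60% in these data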;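 note: 0% = DMSO wells and 100% = LY294002 at 200 µM; higher means less KLF5 promoter-driven luciferase light; inactives centre near -14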
HSF-1 act: increases HSF-1 driven luciferase reporter signal; 300,000 tested, 1.7% active; activation, % at 9 µM; NIH3T3-HGL HSF-1 luciferase reporter, MG132, 8 h; 100% = twice DMSO control signal;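 active = mean replicate activation of at least 50% with a set share of replicates each reaching 50%; inconclusive = only one of those two conditions met; inactive = mean below 50% and too few replicates reaching it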;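 note: 0% = median of the neutral control wells and 100% = twice that signal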
Platelet DG rel: platelet dense granule release activity | inhibition, %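 (compounds screened at 7.5 µM in platelet-rich plasma)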 | human platelet-rich plasma, SFLLRN dense granule ATP release, luminescence | 300,000 tested, 0.22% active;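 active = mean replicate score, as percent of positive control, at or above 50; inconclusive = mean below 50 but at least one replicate at or above 50; inactive = mean and every replicate below 50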
AI-2 QS mod: modulates the Vibrio harveyi AI-2 quorum sensing system; Vibrio harveyi JMH597 AI-2 luminescence/OD600 ratio, 9 h; active compounds read low; strain lacks LuxN and CqsS sensors; 0 = neutral-control median; activity change, % at 7.5 µM; 300,000 tested, 0.4% active; in the data active = activity change below about -75%, passing the limit was not always enough; inconclusive = no clear call, values can overlap the other calls;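 note: luminescence divided by OD600 gain over 9 h not by final OD600 alone; inactives centre near 13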
HSF1 inh: HSF1 inhibition; NIH3T3-HGL HSE-luciferase, MG132-induced, luminescence 8 h; active compounds read low; activity change, negative = inhibition, % at 7.5 µM (by protocol); 300,000 tested, 0.77% active; AID 2098;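 active = more than half of replicate wells show activity change below -50%, luminescence cut by over half; inconclusive = some wells, but at most half, below -50%; inactive = no replicate well below -50%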;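 note: luciferase reports HSF-1 transcriptional activity via heat shock element; 0% = median of DMSO wells and -100% = zero luminescence signal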
HSP90 refold inh: blocks HSP90-mediated luciferase refolding in reticulocyte lysate; Rabbit reticulocyte lysate, luciferase refolding luminescence, 3 h; inhibition, % at 5.6 µM; 290,000 tested, 0.91% active; AID 1789;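 active = inhibition above the screen-wide mean plus 3 SD, computed separately per campaign, cut at about 16% in these data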;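 note: 0% = DMSO wells and 100% = 60 µM geldanamycin wells; inhibitors lower the luminescence because luciferase stays unfolded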
HDAC3 inhib: inhibitors of human histone deacetylase 3 | O15379 | recombinant HDAC3, fluorogenic peptide/trypsin coupled, fluorescence | inhibition, % at 8.3 µM | 320,000 tested, 0.15% active | AID 2718; in the data active = inhibition above about 26%, passing the limit was not always enough; inconclusive = no clear call, values can overlap the other calls
Target sequence (O15379 whole entry, looked up): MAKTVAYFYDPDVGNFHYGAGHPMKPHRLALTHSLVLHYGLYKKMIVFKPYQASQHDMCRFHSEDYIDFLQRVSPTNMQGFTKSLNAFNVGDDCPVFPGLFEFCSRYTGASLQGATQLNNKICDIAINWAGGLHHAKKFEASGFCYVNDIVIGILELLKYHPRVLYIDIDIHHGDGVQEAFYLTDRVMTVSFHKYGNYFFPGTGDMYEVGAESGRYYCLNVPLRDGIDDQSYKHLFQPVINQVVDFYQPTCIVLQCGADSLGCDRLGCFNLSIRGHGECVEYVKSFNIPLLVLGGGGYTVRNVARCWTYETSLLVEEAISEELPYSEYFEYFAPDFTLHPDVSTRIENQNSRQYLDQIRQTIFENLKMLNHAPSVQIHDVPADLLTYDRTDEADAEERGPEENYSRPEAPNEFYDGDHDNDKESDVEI
aSyn UTR inh: MLPCN primary screen, SNCA 5' untranslated region | 300,000 tested, 0.82% active | alpha-synuclein 5'UTR reporter, inhibitor activity | AID 1813 | inhibition, % (tested at 7.5 µM); in the data active = inhibition above about 60%; inconclusive = no clear call, values can overlap the other calls;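 note: H4 neuroglioblastoma cells stably carrying SNCA 5'UTR luciferase fusion; 0% = DMSO wells and 100% = positive control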
IEC-6 cytotox: kills IEC-6 intestinal cells in KLF5 counter-screen; AID 1825; inhibition, % at 5 µM; IEC-6 cytotoxicity, luminescence viability; 290,000 tested, 0.78% active; in the data active = inhibition above about 22%;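 note: 0% = plate median of test compound wells and 100% = cytotoxic reference compound wells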
HIF act: HIF pathway transcriptional activation | activation, % at 7.5 µM (by protocol) | 300,000 tested, 0.32% active | U2OS HRE-luciferase reporter, luminescence; normalized: DMSO 0%, desferrioxamine 100%;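 active = mean activation of at least 10% of the iron chelator positive control signal, with at least half of replicates also reaching 10%; inconclusive = mean and replicate majority disagree about reaching 10%; inactive = mean and most replicates under 10%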
Active calls of the source: *.

Results for Cn1ccs/c1=N\C(=O)Nc1cccc(Cl)c1 ?
KLF5 inhibitor: -151; HSF-1 act: 28; Platelet DG rel: 14; AI-2 QS mod: 14; HSF1 inh: 8; HSP90 refold inh: -2; HDAC3 inhib: -6; aSyn UTR inh: -154; IEC-6 cytotox: 8; HIF act: 2.3

What do the screens show for `Cc1ccc(NC(=S)Nc2cccc3cnccc23)cc1`?
KLF5 inhibitor: 20; HSF-1 act: 23; Platelet DG rel: -2; AI-2 QS mod: 10; HSF1 inh: 14; HSP90 refold inh: 5; HDAC3 inhib: 3; aSyn UTR inh: -102; IEC-6 cytotox: 6; HIF act: 1.5

What do the screens show for `Cc1ccc(NC(=O)CCn2nc(C)cc2C)cc1`?
KLF5 inhibitor: 1; HSF-1 act: -8; Platelet DG rel: 1; AI-2 QS mod: 36; HSF1 inh: -9; HSP90 refold inh: 10; HDAC3 inhib: -11; aSyn UTR inh: -1; IEC-6 cytotox: 7; HIF act: 0.1

How did O=c1c(-c2ccc(F)cc2)[n+]([O-])c2ccccc2n1OCc1ccccn1 do in these assays?
KLF5 inhibitor: -35; HSF-1 act: 4; Platelet DG rel: -1; AI-2 QS mod: 21; HSF1 inh: -9; HSP90 refold inh: -1; HDAC3 inhib: -4; aSyn UTR inh: 9; IEC-6 cytotox: -3; HIF act: 0.4

What do the screens show for `Cc1ccc(S(=O)(=O)Nc2ccccc2C(=O)N2CCOCC2)cc1`?
KLF5 inhibitor: -22; HSF-1 act: 5; Platelet DG rel: 10; AI-2 QS mod: 3; HSF1 inh: -7; HSP90 refold inh: 3; HDAC3 inhib: -5; aSyn UTR inh: 9; IEC-6 cytotox: -4; HIF act: 0.0

Results for Cc1c(Cl)cccc1NC(=S)NCCc1ccc(F)cc1 ?
KLF5 inhibitor: -8; HSF-1 act: -11; Platelet DG rel: 1; AI-2 QS mod: -6; HSF1 inh: 0; HSP90 refold inh: 3; HDAC3 inhib: -3; aSyn UTR inh: 1; IEC-6 cytotox: 0; HIF act: -1.6

What do the screens show for `CCOC(=O)N1CCN(C(=O)C2CC(c3cc(OC)ccc3OC)=NO2)CC1` (stereo not drawn)?
KLF5 inhibitor: -6; HSF-1 act: 10; Platelet DG rel: 14; AI-2 QS mod: 13; HSF1 inh: -4; HSP90 refold inh: -2; HDAC3 inhib: 3; aSyn UTR inh: 8; IEC-6 cytotox: 0; HIF act: 0.0

Results for COc1cccc(/C=N/N2CCN(c3ccc(Cl)cc3)CC2)c1OC ?
KLF5 inhibitor: 11; HSF-1 act: -3; Platelet DG rel: 3; AI-2 QS mod: 13; HSF1 inh: -7; HSP90 refold inh: 2; HDAC3 inhib: -7; aSyn UTR inh: -24; IEC-6 cytotox: 5; HIF act: -0.2

How did CCOc1ncccc1-c1nc(-c2cccs2)no1 do in these assays?
KLF5 inhibitor: -17; HSF-1 act: -7; AI-2 QS mod: 9; HSF1 inh: 11; HSP90 refold inh: 3; HDAC3 inhib: 4; aSyn UTR inh: -9; IEC-6 cytotox: 8; HIF act: 1.9

How did O=C(O)c1ccc(CNCc2cccc(OCc3ccc(F)cc3)c2)cc1 do in these assays?
KLF5 inhibitor: -22; HSF-1 act: 41; Platelet DG rel: 3; AI-2 QS mod: 12; HSF1 inh: 17; HSP90 refold inh: -1; HDAC3 inhib: -5; aSyn UTR inh: 6; IEC-6 cytotox: -4; HIF act: -0.5

How did O=C(CN(Cc1ccc2c(c1)OCO2)C(=O)CSc1nc2ccccc2o1)NC1CCCCC1 do in these assays?
KLF5 inhibitor: -40; HSF-1 act: 14; Platelet DG rel: 4; AI-2 QS mod: 10; HSF1 inh: 8; HSP90 refold inh: 4; HDAC3 inhib: -3; aSyn UTR inh: -29; IEC-6 cytotox: -1; HIF act: -0.5

How did COCCCn1c(Cc2csc(Nc3ccc(F)cc3)n2)nnc1SCC(N)=O do in these assays?
KLF5 inhibitor: -39; HSF-1 act: inconclusive; Platelet DG rel: -4; AI-2 QS mod: 33; HSF1 inh: 69; HSP90 refold inh: -1; HDAC3 inhib: 0; aSyn UTR inh: 0; IEC-6 cytotox: -8; HIF act: -40

Results for Cc1ccccc1NC(=O)CCC(=O)OCC(=O)c1cccc([N+](=O)[O-])c1 ?
KLF5 inhibitor: -22; HSF-1 act: -21; Platelet DG rel: -8; AI-2 QS mod: 10; HSF1 inh: -6; HSP90 refold inh: 2; HDAC3 inhib: -1; aSyn UTR inh: 8; IEC-6 cytotox: -1; HIF act: -0.6

Results for COc1ccc2cc(CCNC(=O)c3ccc(S(=O)(=O)N4CCCC4)cc3)c(=O)[nH]c2c1 ?
KLF5 inhibitor: -14; HSF-1 act: -4; Platelet DG rel: -2; AI-2 QS mod: 6; HSF1 inh: 3; HSP90 refold inh: -2; HDAC3 inhib: 3; aSyn UTR inh: 1; IEC-6 cytotox: 2; HIF act: -0.2

What do the screens show for `Cc1ccc(NC(=O)C2CC=CCC2C(=O)N2CCCCC2)cc1` (stereo not drawn)?
KLF5 inhibitor: -7; HSF-1 act: 22; Platelet DG rel: 0; AI-2 QS mod: 12; HSF1 inh: 3; HSP90 refold inh: 1; HDAC3 inhib: 4; aSyn UTR inh: 2; IEC-6 cytotox: 0; HIF act: -0.3

Results for O=C(Cn1cnc2ccccc2c1=O)N1CCN(c2ccccc2)CC1 ?
KLF5 inhibitor: -22; HSF-1 act: 4; Platelet DG rel: -2; AI-2 QS mod: 19; HSF1 inh: -4; HSP90 refold inh: 3; HDAC3 inhib: 2; aSyn UTR inh: -17; IEC-6 cytotox: 0; HIF act: -0.2

Results for CCOC(=O)c1cc(CNC(=O)c2c(C)oc3c2CCCC3)c(C)o1 ?
KLF5 inhibitor: -17; HSF-1 act: 9; Platelet DG rel: -6; AI-2 QS mod: 7; HSF1 inh: -3; HSP90 refold inh: 3; HDAC3 inhib: -5; aSyn UTR inh: 5; IEC-6 cytotox: -2; HIF act: -0.1

How did CC1CN(Cc2nc3c(c(=O)n(C)c(=O)n3C)n2CC(=O)c2ccccc2)CC(C)O1 (stereo not drawn) do in these assays?
KLF5 inhibitor: -23; HSF-1 act: -17; Platelet DG rel: 5; AI-2 QS mod: 18; HSF1 inh: -10; HSP90 refold inh: 6; HDAC3 inhib: 2; aSyn UTR inh: 12; IEC-6 cytotox: 0; HIF act: -0.3

What do the screens show for `CCN(C(=O)CSC1=Nc2ccccc2C2CC=NN12)C1CCS(=O)(=O)C1` (stereo not drawn)?
KLF5 inhibitor: -6; HSF-1 act: 11; Platelet DG rel: 4; AI-2 QS mod: 24; HSF1 inh: -1; HSP90 refold inh: 3; HDAC3 inhib: 4; aSyn UTR inh: -7; IEC-6 cytotox: 1; HIF act: -0.1

Results for COc1ccccc1NC(=O)c1nn(-c2ccc(F)c(F)c2)ccc1=O ?
KLF5 inhibitor: -49; HSF-1 act: -11; Platelet DG rel: 8; AI-2 QS mod: 5; HSF1 inh: -1; HSP90 refold inh: 3; HDAC3 inhib: -1; aSyn UTR inh: -19; IEC-6 cytotox: 5; HIF act: 0.2

What do the screens show for `N#CC1=C(N)Oc2cc(N)ccc2C1c1ccc(Cl)cc1` (stereo not drawn)?
KLF5 inhibitor: 7; HSF-1 act: 23; Platelet DG rel: 0; AI-2 QS mod: 34; HSF1 inh: 5; HSP90 refold inh: -5; HDAC3 inhib: 1; aSyn UTR inh: 10; IEC-6 cytotox: 0; HIF act: -1.4

How did CCc1ccc(NC(=O)C(C)Nc2ccc(S(=O)(=O)NC(C)=O)cc2)cc1 (stereo not drawn) do in these assays?
KLF5 inhibitor: -33; HSF-1 act: 29; Platelet DG rel: -9; AI-2 QS mod: 49; HSF1 inh: 5; HSP90 refold inh: -2; HDAC3 inhib: -4; aSyn UTR inh: -11; IEC-6 cytotox: -2; HIF act: -49

How did Cc1nnc(NC(=O)CSc2ccc(-c3cccnc3)nn2)s1 do in these assays?
KLF5 inhibitor: -7; HSF-1 act: -1; Platelet DG rel: 0; AI-2 QS mod: 26; HSF1 inh: -3; HSP90 refold inh: 3; HDAC3 inhib: -5; aSyn UTR inh: 12; IEC-6 cytotox: -1; HIF act: -0.2

Results for CC(C)CCn1cnc2c1c(=O)n(CC(=O)NC(N)=O)c(=O)n2Cc1ccccc1 ?
KLF5 inhibitor: -23; HSF-1 act: 8; Platelet DG rel: -1; AI-2 QS mod: 14; HSF1 inh: -4; HSP90 refold inh: -3; HDAC3 inhib: 0; aSyn UTR inh: 17; IEC-6 cytotox: -5; HIF act: -0.7

Results for O=C(Nc1nccs1)c1c(O)c2cccc3c2n(c1=O)CCC3 ?
KLF5 inhibitor: -8; HSF-1 act: 12; Platelet DG rel: -2; AI-2 QS mod: inconclusive; HSF1 inh: 2; HSP90 refold inh: 2; HDAC3 inhib: -12; aSyn UTR inh: 19; IEC-6 cytotox: -2; HIF act: -0.3

How did COC(=O)c1ccc(-c2nc(O)c3cnccn23)cc1 do in these assays?
KLF5 inhibitor: 11; HSF-1 act: 10; Platelet DG rel: 6; AI-2 QS mod: 27; HSF1 inh: -12; HSP90 refold inh: 2; HDAC3 inhib: 2; aSyn UTR inh: -34; IEC-6 cytotox: -1; HIF act: -1.6

Results for Cc1c(C)c2ccc(OCC(=O)NCCCN3CCCC3=O)cc2oc1=O ?
KLF5 inhibitor: -14; HSF-1 act: -17; Platelet DG rel: 13; AI-2 QS mod: 17; HSF1 inh: -11; HSP90 refold inh: -3; HDAC3 inhib: -59; aSyn UTR inh: -9; IEC-6 cytotox: -6; HIF act: 0.1

Results for CC[C@@]1(c2cccc(C)c2)C(=O)N(C(=O)OC)N1C(=O)OC ?
KLF5 inhibitor: -28; HSF-1 act: 4; Platelet DG rel: 0; AI-2 QS mod: 16; HSF1 inh: -2; HSP90 refold inh: -3; HDAC3 inhib: 18; aSyn UTR inh: -21; IEC-6 cytotox: 9; HIF act: -1.2

How did CCOc1cc(/C=N/NC(=O)c2cccs2)cc([N+](=O)[O-])c1O do in these assays?
KLF5 inhibitor: -5; HSF-1 act: 27; Platelet DG rel: 7; AI-2 QS mod: 31; HSF1 inh: 12; HSP90 refold inh: -3; aSyn UTR inh: -60; IEC-6 cytotox: -2; HIF act: 1.0

Results for O=C(c1ccc(COc2ccccc2Cl)o1)N1CCCC1 ?
KLF5 inhibitor: -19; HSF-1 act: 22; Platelet DG rel: -7; AI-2 QS mod: -8; HSF1 inh: 0; HSP90 refold inh: 6; HDAC3 inhib: 0; aSyn UTR inh: -41; IEC-6 cytotox: -2; HIF act: -45

What do the screens show for `COc1ccc(CCNS(=O)(=O)c2ccc(Br)cc2)cc1OC`?
KLF5 inhibitor: -8; HSF-1 act: 22; Platelet DG rel: -6; AI-2 QS mod: 34; HSF1 inh: 1; HSP90 refold inh: 0; HDAC3 inhib: -3; aSyn UTR inh: 3; IEC-6 cytotox: 3; HIF act: -1.6

What do the screens show for `Cc1ccc(S(=O)(=O)CCSc2ccc(C(F)(F)F)cn2)cc1`?
KLF5 inhibitor: -6; HSF-1 act: -1; Platelet DG rel: -9; AI-2 QS mod: 16; HSF1 inh: 4; HSP90 refold inh: 3; HDAC3 inhib: -3; aSyn UTR inh: -29; IEC-6 cytotox: 0; HIF act: -1.6
